IMPase Li inh – qHTS Assay for Identifying the Cell-Membrane Permeable IMPase Inhibitors: Potentiation with Lithium; Potency, µM (titrated, usually from 59.4 µM), inactives show at the top dose activity, negative = IMPase inhibition, actives largely listed as inhibitors; 210,000 tested, 0.35% active; CHO-M1 cells, IP1 TR-FRET (IP-One), carbachol + lithium; AID 1457, 2008;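 also: IP1 builds up when IMPase is blocked and the TR-FRET signal falls; potency is read from the fitted curve at half-maximal effect; plate controls were basal vehicle for no effect and high inhibitor control for full effect; nearly all actives have a fitted effect of over 50% in size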
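Readout is a homogeneous TR-FRET IP1 immunoassay (Ex 320, Em 665 and 620), where raised cytosolic IP1 lowers signal. Cells were CHO-M1 treated 30 min at 37C with test compounds plus a little lithium; AC50 values came from Hill-equation fitting.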
NPSR antag – qHTS Assay for Antagonists of the Neuropeptide S Receptor: cAMP Signal Transduction; Potency, µM (series often up to 38.3 µM), inactives show top-dose activity change, negative = inhibition, hits mostly inhibitors; CHO-NPSR cells, cAMP TR-FRET, antagonist mode; 220,000 tested, 1% active; AID 1461, 2008; also: potency is read from the fitted curve at half-maximal effect; % is scaled to controls: 0 for no effect and ±100 for the full control effect; nearly all actives have a fitted effect of over 50% in size; many of its hits are not listed in these tables
Target sequence (Q6W5P4 whole entry, looked up): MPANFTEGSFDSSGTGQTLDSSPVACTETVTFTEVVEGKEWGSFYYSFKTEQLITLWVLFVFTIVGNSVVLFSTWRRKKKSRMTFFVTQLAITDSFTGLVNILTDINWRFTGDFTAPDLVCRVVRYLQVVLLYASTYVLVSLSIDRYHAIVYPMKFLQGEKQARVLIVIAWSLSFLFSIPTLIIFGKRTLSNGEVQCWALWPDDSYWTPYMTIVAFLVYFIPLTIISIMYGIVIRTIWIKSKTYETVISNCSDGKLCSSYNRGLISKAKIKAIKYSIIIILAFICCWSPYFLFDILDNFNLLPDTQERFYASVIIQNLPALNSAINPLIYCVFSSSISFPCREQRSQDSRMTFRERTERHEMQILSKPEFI
Lamin A splicing – qHTS Assay for Modulators of Lamin A Splicing | 200,000 tested, 0.01% active | HeLa LMNA splicing GFP/RFP minigene ratio, 48 h | Potency, µM (doses to about 46.1 µM), for inactives: top-dose ratio change, negative = inhibition, hits mostly inhibitors; active = well fitted inhibition curve with a large enough effect in the signal ratio, with a control signal flat, not every such curve was filed as active; inconclusive = small, poorly fitted or top-dose-only effect, or effect the other way, or a change in a side signal; the % refers to the signal ratio; also: potency is read from the fitted curve at half-maximal effect; % is scaled to controls: 0 for no effect and ±100 for the full control effect
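S3 HeLa cells stably expressing lamin A-EGFP splicing minigene plus DsRed2, 600 cells/well, 48 h compound exposure at 37C. Laser-scanning cytometry; analysed as GFP (500-530 nm)/RFP (575-640 nm) total intensity ratio; 0.5% DMSO vehicle.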
CBFb-RUNX1 inh – qHTS Assay for Compounds Blocking the Interaction Between CBF-beta and RUNX1 for the Treatment of Acute Myeloid Leukemia. Runt-related transcription factor 1 (Homo sapiens) + Core-binding factor subunit beta …. AlphaScreen CBFb-His/RUNX1-biotin binding, biochemical. Potency, µM (doses to about 59.8 µM), for inactives: top-dose activity, negative = inhibition, actives largely listed as inhibitors. 230,000 tested, under 10 active. AID 1477, 2009; also: % of control where 0% means no effect
Target sequence (Q01196 whole entry, looked up): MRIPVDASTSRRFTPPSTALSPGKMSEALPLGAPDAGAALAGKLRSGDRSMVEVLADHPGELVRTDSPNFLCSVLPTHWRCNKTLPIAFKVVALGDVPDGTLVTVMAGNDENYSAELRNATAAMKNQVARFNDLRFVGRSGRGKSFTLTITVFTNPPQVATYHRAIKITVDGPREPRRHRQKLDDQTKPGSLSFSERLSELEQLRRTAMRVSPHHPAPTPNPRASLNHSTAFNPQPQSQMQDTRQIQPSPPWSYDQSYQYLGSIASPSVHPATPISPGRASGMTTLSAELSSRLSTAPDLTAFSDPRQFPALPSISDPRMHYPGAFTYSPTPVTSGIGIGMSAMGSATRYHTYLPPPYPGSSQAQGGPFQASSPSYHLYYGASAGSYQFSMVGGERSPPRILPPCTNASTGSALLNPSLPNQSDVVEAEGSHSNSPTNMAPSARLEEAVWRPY
Target sequence (Q13951 whole entry, looked up): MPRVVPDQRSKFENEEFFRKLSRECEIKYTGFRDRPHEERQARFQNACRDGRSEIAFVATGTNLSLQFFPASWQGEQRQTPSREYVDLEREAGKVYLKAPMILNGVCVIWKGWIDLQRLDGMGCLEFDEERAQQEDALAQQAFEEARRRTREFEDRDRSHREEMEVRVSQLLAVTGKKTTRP
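Read-out: AlphaScreen. Format: His-CBF-beta with biotinylated RUNX1 (30 nM each) preincubated 20 min, compound 15 min, Ni-chelate plus streptavidin beads 90 min; room temperature throughout.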
Luc counter – Counterscreen for Luciferase (Kinase-Glo TM) Inhibition; Luciferin 4-monooxygenase (Photuris pensylvanica), Q27757; Kinase-Glo luciferase, ATP luminescence, 8 min; Potency, µM (series often up to 38.3 µM), without a hit: at the highest dose activity change, negative = inhibition, actives largely listed as inhibitors; 200,000 tested, 0.28% active; also: potency is read from the fitted curve at half-maximal effect; % is scaled to controls: 0 for no effect and ±100 for the full control effect; nearly all actives have a fitted effect of over 60% in size
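Inhibition of Kinase-Glo luciferase light generation was assessed at 10 uM ATP in pH 7.2 imidazole buffer, with luminescence measured after eight minutes at ambient temperature.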
Epigenetic reg – Quantitative High-Throughput Screen for Regulators of Epigenetic Control. murine LDR cells, GFP reporter derepression, 30 h. Potency, µM (titrated, usually from 53.9 µM), without a hit: at the highest dose GFP activation, most hits filed as activators. 280,000 tested, 0.2% active; also: potency is read from the fitted curve at half-maximal effect; % of control where 0% means no effect; nearly all actives have a fitted effect of over 60% in size
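Murine LDR cells carrying a silenced, genomically integrated CMV-driven GFP reporter were exposed to compound for 30 hours at 37 C. After PBS washes, GFP-positive cells (20–120 um objects) were counted by laser-scanning microplate cytometry.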
GLA spleen mod – qHTS Assay for Inhibitors and Activators of Human alpha-Galactosidase From Spleen Homogenate; human spleen homogenate, 4MU-alpha-Gal fluorescence, 40 min; 240,000 tested, 0.008% active; Alpha-galactosidase A (Homo sapiens), P06280; AID 2107, 2009; Potency, µM (series often up to 80 µM), for inactives: top-dose activity change, negative = inhibition, usual class: inhibitors;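 also: potency is read from the fitted curve at half-maximal effect; 0% = enzyme with vehicle and -100% = no enzyme basal signal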
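Spleen homogenate 1 ug + cpd (titration) + 4-MU-alpha-D-galactopyranoside 1 mM; 37C 40 min; 50 mM citrate/phosphate pH 5.0, 0.01% Tween-20; stop pH 10; fluorescence 365/440; AC50 via Hill.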
The depositor's hits bear a star; ? = inconclusive; / = no result given; & = joins results of further samples; [ ] = another dose, or the depositor's remark. Unless noted, calls follow the shape of the dose curve; as a rule, active = well fitted curve in the direction sought with a large enough effect; inconclusive = small, poorly fitted or top-dose-only effect, or another doubt; inactive = no such curve, though single readings can be large; an effect the other way counts as inactive or inconclusive. Not all compounds are listed; the hit share may differ from the screen's.

SMILES	IMPase Li inh	NPSR antag	Lamin A splicing	CBFb-RUNX1 inh	Luc counter	Epigenetic reg	GLA spleen mod
O=C(CSc1nc(-c2ccccc2Cl)ns1)Nc1ccc2c(c1)OCO2	3%	-6%	-17%	-2%	3%	?	4%
CCc1ccc(N(C(=O)c2csnn2)C(C(=O)NC(C)(C)CC)c2cccnc2)cc1 (configuration not stated)	2%	-14%	/	4%	9%	1.1%	1%
COC(=O)N1CCC2(CC1)CN(C(=O)Nc1ccc(OC)cc1)C2	-6%	/	/	/	1%	/	4%
C/C(CC(=O)Nc1ccc(C)c(Cl)c1)=N\NC(=O)c1ccncc1	-4%	12%	?	-2%	-2%	0.0%	-2%
O=[N+]([O-])c1ccc(Oc2ccc(F)cc2Br)c2ccncc12	2%[38.3 µM]	-11%[46.1 µM]	?	?	-3%	-0.2%	13%
CC(=O)c1cc2c(cc1N/C(=N/S(=O)(=O)c1ccccc1)c1ccc(Cl)cc1)OCO2	9%	-30%	?	-3%	2%	-2.4%&-0.1%	-2%
O=c1c(-c2cc(F)cc(F)c2)nc2cncnc2n1Cc1ccccc1	2%	/	?	/	/	/	-17%
CC(=O)Oc1ccc2oc(/C=C/N(C)C)c([N+](=O)[O-])c2c1	43%[activator][38.3 µM]	?	-5%	-18%	0%	0.8%	11%
COc1ccc(Nc2nc3ccc(C)cc3cc2C#N)c(OC)c1	-13%	-11%[46.1 µM]	-9%	3%	-2%	1.3%	-9%
COc1ccc(NC(=O)c2cccc(NC(=O)C3C4CC5OC(=O)C3C5C4)c2)c(OC)c1 (configuration not stated)	-1%[38.3 µM]	-7%[46.1 µM]	13%	6%	2%	-1.1%	2%
O=C(N/N=C/c1ccc2cccc(OCc3ccccc3)c2n1)c1ccc(Cl)cc1	-19%[38.3 µM]	-6%[46.1 µM]	13%	0%	0%	2.4%	9%
COc1cc(OC)cc(C(=O)Oc2c(CN3CCOCC3)cc(Cl)c3cccnc23)c1	/	?	/	-14%	/	?	0%
CN(Cc1nc(CCc2ccccc2)no1)Cc1cccs1	3%	-3%	/	26%	/	-1.2%	5%
O=C(CCl)NCCCN(C(=O)C(Cl)Cl)c1ccc([N+](=O)[O-])cc1	/	9%	/	8%	/	0.1%	-9%
Cn1c(COc2ccc(Cl)cc2)nc2ccccc2c1=O	14%[38.3 µM]	-17%[46.1 µM]	9%	8%	8%	-1.1%	2%
COc1ccc(C[C@H]2CN3C(=NC[C@@H]3Cc3ccc(O)cc3)N2C[C@H](C)NC(=O)CCC2CCCCC2)cc1	/	-40%	/	6%	/	1.1%	-2%
O=C1c2ccccc2C(=O)N1CCCc1c[nH]c2ccccc12	11%	-5%	-17%	-26%	3%	0.0%	0%
COCc1cc(=O)oc2cc(NS(=O)(=O)c3ccc(C)cc3)ccc12	/	-12%	/	8%	/	2.1%	3%
C/C=C/C(=O)OCC(=O)Nc1cccc(Br)c1	13%	9%	-28%[46 µM]	20%	-1%	-1.6%	-1%
COC(=O)CNC(=O)Cn1ccc2ccccc2c1=O	-2%[38.3 µM]	-3%[46.1 µM]	-2%	4%	-1%	0.0%	-14%
Cc1ccccc1OCc1nnc(SCC(=O)N2CCc3ccccc32)n1C	10%	-11%[46.1 µM]	-6%	3%	-3%	0.0%	-5%
CC(=O)c1cccc(N(C(=O)Cn2nnc3ccccc32)C(C(=O)NCc2ccccc2)c2ccccn2)c1 (configuration not stated)	4%	15%	-6%	-4%	1%	0.0%	9%
Clc1ccc(-c2nc3ccccc3[nH]2)cn1	/	7%	/	11%	/	-0.2%	4%
CCOC(=O)c1c(C)n(C)c2ccc(OC(=O)c3ccc([N+](=O)[O-])cc3)cc12	3%	20%	-20%	1%	-1%	-0.9%	-4%
COC(=O)[C@@H](NC(=O)Nc1ccc(S(N)(=O)=O)cc1)C(C)C	-18%	15%	7%	-15%	-1%	0.0%	5%
Brc1ccc2c(c1)OCCOCCOCCOCCOCCO2	-1%	21%	-9%	6%	0%	0.0%	5%
CC(C)c1c(O)nc(SCC(=O)N2CCOCC2)[nH]c1=O	4%[38.3 µM]	-1%[46.1 µM]	12%	-5%	-1%	-8.6%	10%
O=C(Nn1c(-c2ccc(Br)cc2)nc2ccccc2c1=O)c1ccncc1	3%	-15%	6%[9.22 µM]	-7%	4%	0.0%	-5%
COC(=O)CCS(=O)(=O)c1ccc(Cl)c(Cl)c1	21%[38.3 µM]	-1%[46.1 µM]	17%	6%	3%	0.0%	8%
CC(=O)c1c(COC(=O)c2ccc(C)cc2)nc2ccccc2[n+]1[O-]	/	4%[7.67 µM]	/	-1%	/	-0.3%	-1%
Nc1c(S(=O)(=O)c2cccs2)c2nc3ccccc3nc2n1Cc1ccccc1	28%[38.3 µM]	?	3%	15%	-3%	0.8%	?
CCCC(CCC)C(=O)NCCN1CCOCC1	11%[38.3 µM]	-4%[46.1 µM]	10%	9%	-1%	-0.8%	7%
CCc1nnc(NC(=O)CN2C(=O)/C(=C/c3ccc(OC)c(OC)c3)SC2=S)s1	0%	-12%	-13%[46 µM]	?	-3%	-1.5%	0%
COc1ccc(C(=O)N(C)Cc2ccccc2)cc1Br	4%	3%	-14%	-3%	-1%	-2.0%	2%
CCn1cc(C2=NOC(C(=O)Nc3cc(OC)c(Cl)cc3OC)C2)c(C)n1 (configuration not stated)	7%[38.3 µM]	-14%[46.1 µM]	?	1%	-2%	1.0%	-2%
CNCCOCC(O)CSc1ccccc1 (configuration not stated)	-2%[38.3 µM]	-2%[46.1 µM]	1%	13%	-4%	-5.0%	1%
O=C(O)Cn1cccc1C(=O)c1ccccc1	-16%[38.3 µM]	-19%[46.1 µM]	?	?	0%	6.3%	9%
CC(C)(C)c1ccc(S(=O)(=O)N2CCC(CO)(CC3CCCCO3)CC2)cc1 (configuration not stated)	35%[activator]	32%	/	-4%	-3%	-1.4%	0%
Cc1ccc(/C(=C/CN2CCCC2)c2ccccn2)cc1	20%&10%	/	?	5%&5%[21.7 µM]	0%	-1.4%	0%
COc1cc2cc(CN(CCCN3CCOCC3)C(=O)Nc3ccc(F)cc3)c(=O)[nH]c2cc1OC	6%	21%	4%[9.22 µM]	3%	-1%	0.0%	17%
CN(C)S(=O)(=O)c1cccc(NC(=O)c2cc3ccccc3o2)c1	23%[38.3 µM]	-16%[46.1 µM]	?	1%	-2%	5.1%	0%
Cc1cccc(C)c1NC(=O)CCCN1CC(C)OC(C)C1 (configuration not stated)	-10%[38.3 µM]	-4%[46.1 µM]	8%	-1%	10%	1.6%	3%
O=C(COc1ccccc1F)Nc1cc(S(=O)(=O)N2CCOCC2)ccc1N1CCOCC1	2%	-26%	/	-15%	-1%	-1.5%	3%
COC(=O)/C=c1/s/c(=C(/C#N)C(=O)N2CCOCC2)n(-c2ccccc2)c1=O	20%[38.3 µM]	-7%[46.1 µM]	6%	-2%	1%	0.1%	-4%
CCN(CC(=O)Nc1ccc(C(=O)OC)cc1)Cc1ccccc1	3%	-6%	-11%[46 µM]	4%	0%	-1.9%	4%
C/C=C(/C)C(=O)Nc1cccc(C2=NOC3(C2)C[C@H](C(N)=O)N(C(=O)c2ccccc2)C3)c1 (some centres not stated)	/	21%	/	9%	/	3.8%	6%
O=C(NC1CCCCC1)c1cccnc1C(=O)O	-1%[38.3 µM]	2%[46.1 µM]	-8%	?	0%	1.1%	4%
COc1ccc(C(=O)CSc2nnc(CNC(=O)c3ccc(OC)c(OC)c3)n2C)cc1	4%[38.3 µM]	15%[46.1 µM]	5%	8%	-1%	6.7%	-18%
CC(C)(C)C(=O)Nc1ccccc1C(=O)Nc1cccnc1	7%[38.3 µM]	1%[46.1 µM]	1%	2%	-3%	-8.7%	14%
COc1cc(/C=N\N=C2/SC(CC(=O)O)C(=O)N2c2ccc(O)cc2)ccc1O (configuration not stated)	/	-4%[46.1 µM]	5%	0%	/	-1.0%	14%

By substructure, the entries above containing a thiophene ring, fused or not.
SMILES	IMPase Li inh	NPSR antag	Lamin A splicing	CBFb-RUNX1 inh	Luc counter	Epigenetic reg	GLA spleen mod
CN(Cc1nc(CCc2ccccc2)no1)Cc1cccs1	3%	-3%	/	26%	/	-1.2%	5%
Nc1c(S(=O)(=O)c2cccs2)c2nc3ccccc3nc2n1Cc1ccccc1	28%[38.3 µM]	?	3%	15%	-3%	0.8%	?

Next entries:
SMILES	IMPase Li inh	NPSR antag	Lamin A splicing	CBFb-RUNX1 inh	Luc counter	Epigenetic reg	GLA spleen mod
CCN1CCc2c(OCC(=O)Nc3ccc4c(c3)OCCO4)cccc2C1=O	5%	-2%	1%[46 µM]	-3%	-1%	-3.8%	8%
Cc1cc(C)c(NC(=O)C2CCC(=O)N2)c(C)c1 (configuration not stated)	-3%	18%	/	-7%	3%	-1.9%	1%
Cc1ccccc1CN1CCN(C/C=C/c2ccccc2)CC1	22%[38.3 µM]	-8%[46.1 µM]	13%	-4%	-1%	3.7%	-3%
Cc1ncc(CSc2nc3ccccc3[nH]2)c(N)n1	7%[38.3 µM]	-9%[46.1 µM]	12%	15%	-3%	-0.8%	3%
CCOC(=O)C1=C(N)Oc2cc(C)n(CCc3ccc(OC)c(OC)c3)c(=O)c2C1c1cccnc1 (configuration not stated)	10%[38.3 µM]	-17%[46.1 µM]	-8%	27%	1%	0.8%	2%
CCN1c2ccccc2N(C)C1(C)c1ccccc1 (configuration not stated)	14%	-9%	?	-27%	-1%	0.0%	4%
C=CCc1cc(Cl)ccc1OCCOCCNC(C)CC (configuration not stated)	18%	?	/	6%	/	1.2%	3%
CCOc1cc(/C=C2/C(=O)N(c3ccccc3)N=C2C)ccc1OC(=O)c1ccco1	12%[38.3 µM]	-15%[46.1 µM]	5%	-10%	-8%	-2.2%	8%
COc1ccc(-n2cnc3scc(-c4ccccc4)c3c2=O)cc1	15%	-9%	/	-4%	0%	-1.5%	4%
O=C(NCCc1ccccc1)Nc1cccc(Cl)c1	-3%	-6%	-14%	16%	4%	-3.2%	-3%

Screening results from PubChem BioAssay.
